CCR6 antag: blocks CCL20-driven beta-arrestin recruitment at human CCR6; P51684; CHO-K1 CCR6 PathHunter beta-arrestin, luminescence, CCL20-stimulated; inhibition, % at 20 µM; 340,000 compounds, 0.49% hits;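 active means compounds whose inhibition of the agonist-driven luminescence signal at 20 µM reaches about 50%, limit read from the data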;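 further: cells stimulated with CCL20 at 14 nM final; plate controls were DMSO with CCL20 for no effect and DMSO without agonist for full effect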
Target sequence (P51684 whole entry, looked up): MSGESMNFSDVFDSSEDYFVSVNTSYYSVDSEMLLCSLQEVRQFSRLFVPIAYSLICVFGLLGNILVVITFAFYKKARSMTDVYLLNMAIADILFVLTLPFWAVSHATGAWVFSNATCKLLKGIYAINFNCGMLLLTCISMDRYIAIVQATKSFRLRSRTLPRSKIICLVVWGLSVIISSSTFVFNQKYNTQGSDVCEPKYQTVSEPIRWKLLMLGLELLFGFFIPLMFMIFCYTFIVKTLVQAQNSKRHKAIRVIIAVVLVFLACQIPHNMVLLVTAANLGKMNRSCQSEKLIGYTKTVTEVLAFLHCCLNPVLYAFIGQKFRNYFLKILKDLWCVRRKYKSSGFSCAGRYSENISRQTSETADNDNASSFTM
A3A deaminase: inhibitors of human APOBEC3A DNA deaminase. recombinant A3A, FAM/TAMRA ssDNA deamination fluorescence. P31941. inhibition, % at 20 µM. 330,000 compounds, 0.41% hits. AID 493011;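 active means at least 40% inhibition at 20 µM here, with at most 30% in a related deaminase screen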;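 further: plate controls were A3A with DMSO for no effect and wells lacking A3A enzyme for full effect; some results filed as inactive read as strong as hits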
Target sequence (P31941 whole entry, looked up): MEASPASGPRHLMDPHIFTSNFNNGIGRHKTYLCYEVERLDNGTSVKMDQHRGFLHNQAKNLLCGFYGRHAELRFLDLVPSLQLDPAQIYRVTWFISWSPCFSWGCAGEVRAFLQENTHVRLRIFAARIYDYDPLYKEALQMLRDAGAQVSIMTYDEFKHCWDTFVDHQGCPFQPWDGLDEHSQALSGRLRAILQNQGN
NR3A LBD binder: modulates the human NR3A ligand-binding domain | NR3A LBD differential scanning fluorimetry, Tm shift; 0% = protein alone, 100% = glycine-bound protein | Tm shift relative to glycine control, % at 25 µM | 340,000 compounds, 2.5% hits | AID 1259313;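 active means melting temperature shift of at least 10% of the positive control shift, at one fixed dose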
EBI2 block: blocks human EBI2 receptor beta-arrestin signaling; 360,000 compounds, 0.81% hits; inhibition, % at 5 µM; AID 651636; EBI2 beta-arrestin recruitment, luminescence, 7a,25-OHC stimulated; in the data active means inhibition above about 38%;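 further: enzyme fragment complementation signal reports receptor beta-arrestin coupling in cells; 0% = agonist plus DMSO wells and 100% = wells without agonist; some results beyond the cut were filed as inactive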
A3G deaminase: APOBEC3G (human) deaminase inhibition. Q9HC16. recombinant A3G, ssDNA deamination FAM/TAMRA fluorescence. inhibition, % at 20 µM. 330,000 compounds, 0.28% hits. AID 493012;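 active means inhibition of at least 40% at 20 µM, with no more than 30% in the related APOBEC3A deaminase screen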;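 further: plate controls were DMSO wells with A3G for no effect and wells lacking A3G enzyme for full effect; some compounds called inactive have numbers as strong as hits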
Target sequence (Q9HC16 whole entry, looked up): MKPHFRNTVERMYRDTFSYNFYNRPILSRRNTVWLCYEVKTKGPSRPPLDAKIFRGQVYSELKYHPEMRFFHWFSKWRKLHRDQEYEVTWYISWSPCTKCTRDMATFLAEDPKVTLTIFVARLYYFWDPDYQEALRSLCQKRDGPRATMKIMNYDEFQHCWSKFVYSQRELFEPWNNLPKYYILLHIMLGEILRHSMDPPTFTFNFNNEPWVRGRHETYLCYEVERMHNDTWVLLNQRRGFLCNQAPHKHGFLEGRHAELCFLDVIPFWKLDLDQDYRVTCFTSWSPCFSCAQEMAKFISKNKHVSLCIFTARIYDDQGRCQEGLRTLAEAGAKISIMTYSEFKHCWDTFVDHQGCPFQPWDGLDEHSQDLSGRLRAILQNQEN
CXCR6 block: blocks human CXCR6 beta-arrestin recruitment. O00574. CHO-K1 PathHunter CXCR6 beta-arrestin, luminescence. inhibition, % at 20 µM. 360,000 compounds, 0.36% hits. AID 602244; in the data active means inhibition above about 34%, passing the limit was not always enough;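 further: antagonist mode with CXCL16 agonist at 10 nM final; 0% = 10 nM CXCL16 with DMSO and 100% = unstimulated wells without agonist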
Gli-Sufu block: antagonists of Gli-Sufu signaling. Sufu-KO-LIGHT fibroblasts, Gli luciferase reporter luminescence. inhibition, % at 5 µM. 340,000 compounds, 0.74% hits;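 active means inhibition above about 55%, limit read from the data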;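 further: 0% = DMSO-treated cells and 100% = wells with medium but no cells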
MPTP block: permeability transition pore inhibition; 360,000 compounds, 1.4% hits; isolated mouse mitochondria, Ca2+ swelling absorbance, 30 min; inhibition, % at 10 µM; AID 602449;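 active means inhibition of 50% or more, scaled per plate between neutral and stimulator controls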;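 further: 0% = DMSO wells given calcium and 100% = 1 mM EGTA wells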
The depositor's hits bear a star; . = not tested or not shown.

SMILES	CCR6 antag	A3A deaminase	NR3A LBD binder	EBI2 block	A3G deaminase	CXCR6 block	Gli-Sufu block	MPTP block
CCc1c(O)nc2sc3ccccc3n2c1=O	30	-3	3	-13	-4	-4	1	-5.3
O=C(CSc1nccn(-c2ccc3c(c2)OCCO3)c1=O)Nc1ccccc1	13	1	1	0	-2	4	-16	-0.1
Cc1ccc(C(=O)O/N=C(\c2ccccc2)c2ccncc2)cc1	5	1	-2	4	0	2	1	-0.4
COc1ccc(N2CCN(C(=O)CSc3ncnc4c3cnn4-c3ccc(OC)cc3)CC2)cc1	-44	.	1	3	.	-8	-3	-7.9
Cc1nn(CCC(=O)NNC(=S)Nc2ccc(Cl)cc2)c(C)c1[N+](=O)[O-]	24	-4	-6	1	-5	7	-1	23
CC(=O)c1ccc(-n2nnnc2SCC(=O)NC2CCCCC2)cc1	7	3	0	-2	2	2	-19	-0.2
O=C(COC(=O)c1ccc[nH]c1=O)Nc1ccc2c(c1)OC(F)(F)O2	8	1	-3	-9	-6	5	5	3.0
O=C(CN1C(=O)C2(OCCCO2)c2ccccc21)NCCc1ccccc1	-5	7	0	-6	11	-2	-6	50
Cc1ccccc1C(=O)NCC(C)NC(=O)c1ccccc1C (centres undefined)	4	1	1	-11	-3	-6	0	0.2
COc1ccc(N/C(C)=C/C(=S)Nc2ccccc2)cc1	18	-5	-1	12	-8	5	-11	2.4
Cc1cc(NC(=O)CSc2nnc(C)n2-c2ccccc2C)no1	10	3	2	-7	-6	5	0	-2.1
S=c1[nH]nc(CCc2ccc(Cl)cc2)o1	10	-2	1	3	1	0	5	0.8
COc1ccccc1NC(=O)CN1CCC(c2nc3ccc(C)cc3[nH]2)CC1	1	-2	-1	2	-10	3	22	1.6
NC(=O)COc1ccc(Cc2ncc(C(F)(F)F)cc2Cl)cc1	1	0	-2	0	-9	2	-7	-2.0
Cc1c(NC(=O)COc2cccc(Cl)c2Cl)c(=O)n(-c2ccccc2)n1C	7	28	-2	-3	-6	-8	1	-1.2
CCOC(=O)/C=C/[C@H]1CCc2cccc(Cl)c2O1	12	-2	15*	1	-8	-5	-2	-0.2
CCN(CC(=O)N1CCN(Cc2ccccc2)CC1)S(=O)(=O)c1ccccc1	-3	-3	1	2	-10	3	-6	-1.5
Cc1ccc(OCC(COCc2ccccc2)NC(C)C)cc1 (centres undefined)	15	-3	1	1	-5	-11	11	1.6
Cc1cc(C)cc(Oc2nc(-c3ccccc3)cc(C)c2S(C)(=O)=O)c1	45	-3	-7	8	-9	4	2	2.7
CCC(CO)Oc1cc(NC(=O)c2ccccc2F)c2ncn(C(C)C)c2c1 (centres undefined)	10	-6	2	-6	-10	-2	5	-1.0

Three structures already listed, arranged by formula weight, rising:
SMILES	CCR6 antag	A3A deaminase	NR3A LBD binder	EBI2 block	A3G deaminase	CXCR6 block	Gli-Sufu block	MPTP block
Cc1ccc(OCC(COCc2ccccc2)NC(C)C)cc1 (centres undefined)	15	-3	1	1	-5	-11	11	1.6
Cc1cc(C)cc(Oc2nc(-c3ccccc3)cc(C)c2S(C)(=O)=O)c1	45	-3	-7	8	-9	4	2	2.7
CCN(CC(=O)N1CCN(Cc2ccccc2)CC1)S(=O)(=O)c1ccccc1	-3	-3	1	2	-10	3	-6	-1.5

Continuation.
SMILES	CCR6 antag	A3A deaminase	NR3A LBD binder	EBI2 block	A3G deaminase	CXCR6 block	Gli-Sufu block	MPTP block
COc1ccc(C)cc1N(C(=O)c1ccc(C#N)cc1)C1=NC(C)(C)CS1	11	3	0	10	-2	12	1	-0.1
CC(=O)N(Cc1ccc(F)cc1)C1=C(NCCc2ccccc2)C(=O)c2ccccc2C1=O	10	0	-1	9	-3	9	75*	0.8
CCOC(=O)c1cnc2c(OC)cccc2c1Oc1ccccc1	17	1	-2	15	-7	9	-8	-0.4
O=C(Nc1ccc(-c2nc3cccnc3s2)cc1)c1ccco1	-1	-2	12*	1	-3	0	-113	-0.5
Cc1ccc(C)c(S(=O)(=O)NCC(=O)N2CCCC2)c1	-2	-3	1	-3	4	0	-11	0.9
CCN(CC)C(=O)[C@H]1CC(CC(=O)NCc2cccc(C(F)(F)F)c2)C(=O)N2CCc3c([nH]c4ccc(OC)cc34)[C@]12C (some centres undefined)	16	-1	-2	3	-1	-4	-3	5.8
Cc1c(C(=O)OCc2ccc(F)cc2)sc2nc3n(c(=O)c12)CCC3	15	0	3	0	-9	8	-13	-0.3
COC(=O)c1c(NC(=O)c2ccccc2)sc(C(=O)c2ccccc2)c1C	22	-2	-1	27	-6	4	9	-6.3
CN1CCN(C(=S)Nc2cccc(Cl)c2)CC1	-9	0	-1	-10	-3	-3	2	1.1
CCOC(=O)C1=C(C)Nc2ccccc2N/C1=N\S(=O)(=O)c1ccccc1	-1	1	4	3	4	-8	-22	0.2
O=C(N/N=C/c1ccc2c(c1)OCCO2)c1ccncc1	-6	-4	1	-1	-6	-4	-6	3.8
COc1ccc(N=c2ssnc2Cl)cc1	26	5	22*	10	70*	-8	-10	-1.0
O=S(=O)(Cc1ccccc1)NCCc1cccc(Cl)c1	6	-5	-3	-5	-10	-4	-5	0.4
C/C(CC(=O)Nc1cccc(C(F)(F)F)c1)=N\NC(=O)Cc1ccccc1	6	1	-2	4	3	4	2	-0.4
C#CCOCCOCCOCCNc1nc(N2CCN(C(=O)CCCCCCCCCCNC(=O)[C@@H](CCSC)n3cc(CCO)nn3)CC2)nc(N2CCN(C(=O)CCCCCCCCCCNC(=O)[C@H](CCSC)n3cc(CCO)nn3)CC2)n1	16	5	-5	-8	-3	13	-9	0.2
CON(C)S(=O)(=O)c1cccc(C(=O)Nc2cccc(S(=O)(=O)NC3=NCCCCC3)c2)c1	8	.	1	-3	.	-2	1	-1.5
CC(CNS(=O)(=O)c1ccccc1)Sc1nncn1C (centres undefined)	4	-11	-18	-3	-1	3	-6	1.3
Cc1cc(=O)oc2cc(Oc3ncccn3)ccc12	3	-4	2	-9	-7	-2	-2	-0.3
Cc1ccc2c(c1)N(C(=O)CCC(=O)NC1CCCCCC1)CCO2	-1	-2	0	5	-2	5	-1	-1.7
CCC(C)(C)NC(=O)c1cc(OC)c(OC)cc1[N+](=O)[O-]	-11	8	1	2	2	-2	2	7.7
O=C(NCCCN1CCOCC1)c1ccc2c(c1)N(Cc1cccc(Cl)c1)C(=O)c1ccccc1S2=O (centres undefined)	0	-4	2	-6	-4	8	2	-0.3
C=CCOc1ccc(/C=C/C(=O)N2CCCN(S(=O)(=O)c3c(C)noc3C)CC2)cc1	-5	5	1	63*	-9	-6	6	-1.7
CN(C)C(=O)c1cn(-c2ccccc2)nc1-c1cc2ccccc2oc1=O	12	1	-2	2	-1	2	4	-0.9
COc1ccc(N2CCN(c3nc4ccccc4nc3NS(=O)(=O)c3ccccc3)CC2)cc1	12	-5	-1	-12	-5	-7	-2	2.1
CCN1C(=O)Cc2cc(S(=O)(=O)N3CCOCC3)ccc21	-6	3	1	-3	2	1	7	-0.6
COc1ccccc1NC1=NC2(CCCC2)N=C(N)N1	-1	-2	-2	0	-6	9	4	1.6
N#Cc1ccccc1NC(=O)c1ccccc1OCC(=O)NCc1ccco1	7	0	0	-5	-5	2	4	-0.8
COc1ccc([C@H]2CC(=O)C=C(c3cccc(CO)c3)C2)cc1OC	3	-3	-2	1	-7	0	-38	-0.5
COc1ccc(CNC(=O)C2CCN(c3cc(C(=O)Nc4cccc(OC)c4)ccn3)CC2)cc1	11	0	-3	1	7	8	14	-0.1
O=C(CCC1CCCCC1)NCc1cccnc1	2	-4	-1	-5	-8	-7	-3	-1.8
CCOc1ccc(NC(=O)CN(C)C(=O)C2(c3ccccc3)CC2)cc1OCC	-2	-4	1	1	-7	2	-2	-3.6
CC(C)(C)c1cc(=O)n2c(nc3ccccc32)[nH]1	10	-1	0	-8	-1	1	-1	0.7
O=C(NCC1CCCO1)C1CCN(c2ccc(S(=O)(=O)N3CCCC3)cc2)CC1 (centres undefined)	5	0	-12	-19	-2	-1	-3	-1.7
Cc1cc(NC(=O)COC(=O)c2ccc(NS(=O)(=O)c3ccc(C)c(C)c3)cc2)no1	10	0	-5	-1	3	-4	6	-2.0
CN=C1SC(CC(=O)Nc2ccc(N3CCOCC3)cc2)C(=O)N1C (centres undefined)	3	1	1	-7	-2	-2	-2	0.4
O=C(NCC(c1cccs1)N1CCOCC1)c1ccccc1NS(=O)(=O)c1ccc(Br)cc1 (centres undefined)	4	-2	1	6	0	-2	17	11
Cc1onc(-c2c(F)cccc2Cl)c1C(=O)OCC(=O)N1C(C)CCCC1C (centres undefined)	1	-2	-3	7	-4	3	11	1.1
COc1ccc(C(=O)Nc2ccc(NC(C)=O)cc2)cc1S(=O)(=O)N1CCCC1	5	-1	0	2	-9	2	-10	0.5
COc1ccc2c(C)c(CC(=O)N3CCN(C(=O)C4COc5ccccc5O4)CC3)c(=O)oc2c1C (centres undefined)	13	1	-1	-5	-1	9	-6	-0.5
O=C(C(c1ccccc1)c1ccccc1)N1CCC(c2nc(-c3ccccc3Cl)no2)CC1	19	-3	3	2	-5	2	-19	4.3

EBI2 block, hit marks shown above.
structure	CCR6 antag	A3A deaminase	NR3A LBD binder	EBI2 block	A3G deaminase	CXCR6 block	MPTP block
C=CCOc1ccc(/C=C/C(=O)N2CCCN(S(=O)(=O)c3c(C)noc3C)CC2)cc1	-5	5	1	63*	-9	-6	-1.7

Reprinted at random: 4 entries already listed
SMILES	CCR6 antag	A3A deaminase	NR3A LBD binder	EBI2 block	A3G deaminase	CXCR6 block	Gli-Sufu block	MPTP block
COc1ccc2c(C)c(CC(=O)N3CCN(C(=O)C4COc5ccccc5O4)CC3)c(=O)oc2c1C (centres undefined)	13	1	-1	-5	-1	9	-6	-0.5
O=C(C(c1ccccc1)c1ccccc1)N1CCC(c2nc(-c3ccccc3Cl)no2)CC1	19	-3	3	2	-5	2	-19	4.3
CN=C1SC(CC(=O)Nc2ccc(N3CCOCC3)cc2)C(=O)N1C (centres undefined)	3	1	1	-7	-2	-2	-2	0.4
COc1ccc(C(=O)Nc2ccc(NC(C)=O)cc2)cc1S(=O)(=O)N1CCCC1	5	-1	0	2	-9	2	-10	0.5

Continuation.
SMILES	CCR6 antag	A3A deaminase	NR3A LBD binder	EBI2 block	A3G deaminase	CXCR6 block	Gli-Sufu block	MPTP block
O=C(N/C=N/O)C(c1ccccc1)c1ncc(C(F)(F)F)cc1Cl (centres undefined)	8	1	-1	-3	3	-11	4	1.0
Cc1ccc(OCC(O)CN2CCN(c3ccccn3)CC2)c(C)c1 (centres undefined)	-12	-1	2	8	-16	-12	5	2.5
CCOC(=O)COc1ccc(S(=O)(=O)NCc2ccncc2)cc1	-5	-1	0	5	-3	3	12	88*
COc1ccc(-n2ncc3c(NCc4ccco4)ncnc32)cc1	9	4	-2	3	1	-4	-60	1.0
O=C(c1cc(-c2cccc(Cl)c2)nc2ccccc12)N1CCCC1	13	4	0	0	-1	4	-4	0.7
CCCNC(=O)Nc1cccc(C(=O)OC)c1	2	0	-1	-4	-1	2	5	2.9
COC(=O)[C@@]12CCCN1[C@H](c1ccc(-c3ccc(Cl)c(Cl)c3)c(OC)c1)[C@H]1C(=O)N(C)C(=O)[C@H]12	16	-2	-7	12	1	-3	-10	-2.0
COc1ccccc1CNC(=O)CCCC(=O)n1nc(C)c2ccccc21	27	1	0	11	-1	1	-10	-0.9
CC1CCCN(CC(O)COC(c2ccccc2)c2ccccc2)C1 (centres undefined)	7	1	0	1	0	2	22	-0.6
Cc1cc(C(=O)N/N=C\c2ccc(COc3ccc([N+](=O)[O-])cc3)o2)ccc1[N+](=O)[O-]	7	-1	0	2	-1	-4	-12	0.9
COc1ccc(CN(C)C(=O)CNC(=O)CNC(=O)c2ccc(Cl)cc2Cl)cc1F	5	1	-2	-21	-4	-6	4	0.2
COc1ccc(NCC(=O)n2c(C)c(C)c3ccccc32)cc1	13	0	1	-5	-10	-1	7	-0.7
COc1ccc(C2/C(=C(/O)c3ccccc3)C(=O)C(=O)N2CCO)cc1 (centres undefined)	-3	-5	0	8	1	-1	-3	13

Compound activity as filed in PubChem.
